FUS suppressor – suppressors of FUS proteinopathy in yeast; S. cerevisiae FUS-expressing, growth rescue, OD600, 24 h; Potency, µM (doses to about 76.6 µM), for inactives: at the top dose growth rescue (activation), hits mostly activators; 390,000 tested, 0.24% active;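 further: potency means the concentration at half of the fitted maximal effect; plate controls were DMSO vehicle for no effect and reference control for full effect; nearly all actives have a fitted effect of over 55% in size; some results filed as inactive show a strong effect at the top dose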
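Yeast FUS proteinopathy model; galactose-induced FUS (2%), starting OD 0.005. Cpds in dilution series, 24hr, 30C, 99% humidity. Abs 600 nm growth. Pos ctrl CP55940 (top 92uM final); neg ctrl DMSO.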
TDP43 rescue – inhibitors of TDP-43 toxicity in yeast; 410,000 tested, 1.8% active; TDP-43 expressing yeast growth rescue, BacTiter-Glo, 24 h; Potency, µM (series often up to 46.1 µM), without a hit: at the top dose growth rescue (activation), actives largely listed as activators; AID 652104; further: potency means the concentration at half of the fitted maximal effect; % of control where 0% means no effect; nearly all actives have a fitted effect of over 50% in size
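Cell-based yeast growth screen: TDP-43 expression induced in galactose, inoculum OD600=0.02 after raffinose pregrowth to mid-log. Read-out BacTiter-Glo luminescence at 24 hr, 30 deg C; inhibition of toxicity seen as signal increase.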
Abeta yeast res – restores growth of yeast expressing A-beta42 peptide. yeast expressing A-beta42, growth rescue, OD600, 48 h; response scale: 0% DMSO, 100% iron-clioquinol control. Potency, µM (titrated, usually from 46.1 µM), for inactives: at the top dose growth rescue, usual class: activators. 410,000 tested, 0.063% active. AID 1347071; further: potency means the concentration at half of the fitted maximal effect; nearly all actives have a fitted effect of over 55% in size
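Yeast growth medium received pinned compounds, then yeast cells expressing toxic A-beta were added; plates incubated at 30 C for 48 hr. Growth read as absorbance at 600 nm, normalized to DMSO and equimolar FeCl3 plus clioquinol controls.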
pAkt inh – inhibitors of Akt phosphorylation; 360,000 tested, 0.32% active; AID 651550; activity change, % for hits at 50 µM; Neuro2A IGF-stimulated pAkt S473 HTRF, 20 min; active compounds read low; in the data active means activity change below about -80%; inconclusive means mostly about -51% to -80%; further: on the % scale 0 is the no-effect control and ±100 the full control effect
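Neuro2A cells (4,500/well, DMEM with 0.5% FBS) were treated with compound at a single 50 µM final concentration, stimulated with 6 nM IGF for 20 min at 37 °C, and lysed. Phospho-Akt Ser473 was read by HTRF as 665/615 ratio ×10^4.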
PTHR1 agonist – PTHR1 (human) receptor agonism | 410,000 tested, 0.075% active | Potency, µM (doses to about 115 µM), without a hit: at the highest dose activation, actives largely listed as activators | Q03431 | HEK293 GP2 PTHR1 cells, GloSensor cAMP luminescence, 1 h | AID 743266; further: potency means the concentration at half of the fitted maximal effect; nearly all actives have a fitted effect of over 55% in size; some results filed as inactive show a strong effect at the top dose; inactives centre near -15; many of its hits are not listed in these tables
Target sequence (Q03431 whole entry, looked up): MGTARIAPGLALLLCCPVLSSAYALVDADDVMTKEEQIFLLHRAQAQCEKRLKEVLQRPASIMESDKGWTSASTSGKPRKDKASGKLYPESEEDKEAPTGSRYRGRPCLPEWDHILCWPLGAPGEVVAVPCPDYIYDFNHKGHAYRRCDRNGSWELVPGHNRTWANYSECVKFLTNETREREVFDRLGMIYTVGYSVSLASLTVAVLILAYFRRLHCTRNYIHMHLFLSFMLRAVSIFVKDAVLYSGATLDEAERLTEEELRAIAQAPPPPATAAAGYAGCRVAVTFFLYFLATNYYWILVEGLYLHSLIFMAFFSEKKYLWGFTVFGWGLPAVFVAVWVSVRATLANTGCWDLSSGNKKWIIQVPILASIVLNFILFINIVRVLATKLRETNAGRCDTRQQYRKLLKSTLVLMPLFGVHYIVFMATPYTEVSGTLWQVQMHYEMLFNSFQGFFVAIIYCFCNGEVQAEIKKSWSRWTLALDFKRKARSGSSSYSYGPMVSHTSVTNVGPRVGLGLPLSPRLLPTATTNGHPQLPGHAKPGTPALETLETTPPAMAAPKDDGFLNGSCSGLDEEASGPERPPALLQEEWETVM
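HEK-293-derived GP2 cells expressing PTHR1 and a GloSensor cAMP reporter, 3,000/well, plated overnight, given luciferin plus IBMX (each 0.5 mM as added) for 1 h at 37 °C, then compound for 1 h at 37 °C. Luminescence was read after 15 min at room temperature.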
aSyn yeast inh – rescues yeast growth from alpha-synuclein toxicity. Yeast expressing alpha-synuclein, growth rescue, BacTiter-Glo, 24 h. Potency, µM (titrated, usually from 46.1 µM), inactives show top-dose growth rescue (activation), actives largely listed as activators. 370,000 tested, 0.14% active. AID 652106; further: potency means the concentration at half of the fitted maximal effect; % of control where 0% means no effect; nearly all actives have a fitted effect of over 65% in size
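Galactose-induced alpha-syn yeast (OD600=0.02, raffinose-pregrown) + pinned cpd, 24 hr, 30 deg C; growth by BacTiter-Glo luminescence. Growth restoration scores as activation.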
GLP-1R inv ag – GLP-1 receptor (human) inverse agonism; P43220; 410,000 tested, 1.6% active; AID 624417; HEK293 GLP-1R CRE-luciferase, luminescence, 24 h; GLP-1R form is constitutively active; Potency, µM (series often up to 38.3 µM), inactives show at the highest dose activity change, negative = inhibition, usual class: inhibitors; further: potency means the concentration at half of the fitted maximal effect; on the % scale 0 is the no-effect control and ±100 the full control effect; nearly all actives have a fitted effect of over 55% in size
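HEK293 cells stably co-expressing a cAMP-responsive luciferase reporter and constitutively active GLP-1R were seeded, incubated 12 h, then exposed to compounds for 24 h at 37 C. Luminescence was read 12 min after detection reagent; inverse agonists lower signal.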
GLP-1R agonist – activates the human GLP-1 receptor; P43220; HEK293 GLP-1R CRE-luciferase, luminescence, 4-6 h; cells express a hypersensitive GLP-1R form; Potency, µM (highest dose often 45.6 µM), inactives show top-dose activation, usual class: activators; 380,000 tested, 0.007% active; further: potency means the concentration at half of the fitted maximal effect; % of control where 0% means no effect
D3 antag – antagonists of human D3 dopamine receptor. P35462. D3R cells, DiscoveRx beta-arrestin luminescence, antagonist mode; active compounds read low. max response, negative = inhibition, %. 360,000 tested, 2.5% active. AID 652054; in the data active means max response below about -50%; inconclusive means no clear call, values can overlap the other calls; further: on the % scale 0 is the no-effect control and ±100 the full control effect; mostly tested at two doses, the higher about 12 µM
Target sequence (P35462 whole entry, looked up): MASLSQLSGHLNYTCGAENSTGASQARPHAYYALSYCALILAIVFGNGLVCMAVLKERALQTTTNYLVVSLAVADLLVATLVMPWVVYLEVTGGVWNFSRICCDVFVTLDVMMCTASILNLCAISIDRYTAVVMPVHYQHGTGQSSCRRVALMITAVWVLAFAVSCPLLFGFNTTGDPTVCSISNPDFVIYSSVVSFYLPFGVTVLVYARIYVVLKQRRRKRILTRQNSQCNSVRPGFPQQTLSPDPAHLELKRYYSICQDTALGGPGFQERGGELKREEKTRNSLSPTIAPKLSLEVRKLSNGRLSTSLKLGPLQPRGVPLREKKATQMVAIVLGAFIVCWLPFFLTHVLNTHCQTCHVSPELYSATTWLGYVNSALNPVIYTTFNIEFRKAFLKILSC
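Cells plated overnight at 1500 cells/well, then exposed to library compounds with dopamine controls for 90 minutes at 37 degrees C. DiscoveRx reagent added for 30–60 minutes at room temperature; luminescence read, quantitative HTS format.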
An asterisk follows results filed as active; i = inactive; ? = inconclusive; . = no result given; [ ] = remark or other dose. Unless noted, the call rests on the fitted dose curve; in most records, active means well fitted curve in the direction sought with a large enough effect; inconclusive means small, poorly fitted or top-dose-only effect, or another doubt; inactive means no such curve, though single readings can be large; an effect the other way counts as inactive or inconclusive. An excerpt, so the mix of outcomes need not match the whole.

SMILES	FUS suppressor	TDP43 rescue	Abeta yeast res	pAkt inh	PTHR1 agonist	aSyn yeast inh	GLP-1R inv ag	GLP-1R agonist	D3 antag
Cc1cc(C)n(-c2ccc(C(=O)OCc3ccccc3)cc2)n1	21.0%	4.9%	-5.1%	i	-17.3%	2.2%	?	13.3%	-1.5
COC(=O)CSc1nnc(CCc2ccccc2)n1C	-12.4%	7.9%	-4.9%	i	i	-0.3%	5.0%	-6.4%	9.8
CC(=O)CC(=O)Nc1ccc(Nc2ccccc2)cc1	.	?	8.1%	i	i	-0.5%	?	-9.6%	?
O=C(CN1CCOCC1)Nc1ncc(Cc2cccc3ccccc23)s1	6.4%	4.3%	?	i	-10.4%[57.5 µM]	8.4%	?	9.3%	8.4
COc1ccc(C(=O)Sc2ccc(Cl)cc2)cc1OC	-19.9%	4.4%	-5.9%	-127.0%*	-15.7%[57.5 µM]	-6.8%	-22.5%	-12.1%	0.0
CCc1ccc2c(c1)C(c1ccc([N+](=O)[O-])cc1)=NNC(c1ccccc1)=N2	-18.5%	8.1%	-18.9%	i	-12.7%	-16.3%	15.8%	8.4%	2.9
Cn1c(C(=O)O)c(CC(=O)Nc2ccccc2F)c2ccccc21	-7.1%	?	10.6%	i	-21.4%	8.0%	-2.1%	-1.4%	15.1
CCC(C)N(CCNC(=O)CC1Oc2ccc(C)cc2NC1=O)C1CCCCC1 (stereo unspecified)	-18.8%	5.9%	-14.6%	i	i	-3.0%	1.3%	12.0%	0.0
CCCCNC(=O)C1c2ccccc2OCC(=O)N1CCc1c[nH]c2ccccc12 (stereo unspecified)	-0.4%	1.5%	5.3%	i	-9.5%	-2.2%	13.7%	3.1%	1.7
COCCNC(=O)C1(C)CCN(Cc2cccc(Oc3ccccc3)c2)C1 (stereo unspecified)	-24.2%	27.8%	16.3%	i	-32.1%[inhibitor]	5.7%	1.4%	9.5%	-22.8
CN(CC(=O)Nc1ccc(F)c(F)c1F)C(=O)C1CCCN1C(=O)c1cccs1 (stereo unspecified)	-33.8%	-18.5%	-12.4%	i	-17.2%	-3.2%	10.1%	2.4%	-10.3
CC1CCc2nn(CC(=O)NCCN3CCOCC3)cc2C1 (stereo unspecified)	-17.0%	2.2%	1.1%	i	-21.4%	-1.8%	-0.6%	0.5%	1.7
COc1cc(Cl)ccc1OCc1cc(C(=O)N2CCN(C3CCCCC3)CC2)no1	0.6%	-3.5%	-1.0%	i	-24.9%	-3.2%	?	-4.0%	1.9
O=C(CSc1nnc(SCc2ccc(Cl)cc2)s1)N1CCOCC1	2.9%	22.4µM*	26.1%	i	-21.0%	1.0%	4.0%	-1.3%	22.5
CCc1[nH]nc2c1C(c1ccsc1)C(C#N)=C(N)O2 (stereo unspecified)	-13.9%	-11.1%	-2.8%	i	i	-8.2%	31.0%[activator]	-33.1%[inhibitor]	-11.1
CSCCC(NC(=O)COc1ccccc1)C(=O)OCCOc1ccc(F)cc1 (stereo unspecified)	31.6%	14.5%	-2.0%	i	i	-7.8%	-12.3%	-3.2%	-18.6
COc1c2ccccc2c(OC)c2ccccc12	21.5%	-13.9%	3.0%	i	i	-7.4%	-4.4%	0.4%	-8.7
Cc1c(NC(=O)c2cc3nc(-c4ccc(Br)cc4)cc(C(F)(F)F)n3n2)c(=O)n(-c2ccccc2)n1C	5.3%	-13.4%	0.9%	i	-3.7%[57.5 µM]	-12.3%	5.9%	0.3%	-22.9
CCOc1ccc(C(=O)Nc2cc(Cl)ccc2-n2cncn2)cc1OC	9.6%	11.5%	9.6%	i	-4.3%	0.6%	11.9%	-4.8%	-2.7
COc1ccc2nc3oc(C(=O)N(C)c4ccc(Cl)cc4)cc3cc2c1	-23.2%	17.5%	-5.2%	.	-15.5%	.	8.4%	0.3%	.
CCOc1cc(C(=S)N2CCOCC2)ccc1OS(=O)(=O)c1ccccc1[N+](=O)[O-]	36.8%	21.1%	-1.1%	i	-7.3%	-9.0%	7.0%	12.9%	3.4
Cn1nc(C(F)(F)F)c(-c2cccc(C(F)(F)F)c2)c1NC(=O)CSCC(=O)O	28.3%	-18.1%	-6.5%	i	1.8%	-6.2%	-23.2%	0.5%	-3.8
CCCc1nnc(NC(=O)OCC)s1	-11.0%	-1.6%	-1.1%	i	i	3.6%	32.0%	2.9%	12.7
Cc1ccc(C(=O)NC2CC(C)(C)NC(C)(C)C2)cc1Cl	-1.7%	-7.5%	10.9%	i	-4.6%	1.5%	?	5.1%	8.6
N#Cc1ccc(CN2CCN(C(=O)c3ccc(S(=O)(=O)NCc4ccco4)cc3)CC2)cc1	6.3%	17.4%	-8.1%	i	-49.8%[inhibitor]	-5.8%	10.9%	-0.8%	-7.3
COc1cc2[nH]c(C(=O)NCCc3ccccc3)cc2c(OC)c1OC	17.0%	?	-18.1%	i	-5.2%	4.4%	-20.7%	7.6%	-61.1*
O=C(Cn1cnc2c(nnn2-c2ccccc2)c1=O)NCC1CCCO1 (stereo unspecified)	-9.4%	14.4%	-4.4%	i	i	0.4%	8.0%	-0.2%	14.4
CCN(CC(=O)Nc1ccc2c(c1)OCO2)CC(=O)Nc1ccccc1C(F)(F)F	-3.9%	12.0%	9.1%	i	-3.5%	4.5%	-24.3%	13.6%	-9.3
O=C(CN1C(=O)NC2(CCCCC2)C1=O)N(Cc1ccco1)Cc1cccs1	8.3%	-2.6%	-9.6%	i	i	-4.7%	?	8.5%	2.6
CCOCN(C(=O)Cn1c(C)nc2ccccc21)c1c(C)cccc1CC	-5.4%	-5.8%	-6.7%	.	-7.3%	.	-12.5%	.	.
Clc1ccc(CSc2nnc(-c3ccncc3)o2)cc1	3.0%	6.31µM*	-4.1%	.	-23.8%	.	0.0%	-12.9%	?
CCc1cc(/C(Cc2ccc3ccccc3n2)=N\O)c(O)cc1O	.	19.4%	6.8%	i	-40.7%[inhibitor]	-1.4%	-21.9%	15.3%	11.1
Nc1ncnc(NNC(=O)CNC(=O)c2c(F)cccc2Cl)c1[N+](=O)[O-]	4.1%	9.4%	-11.8%	i	i	-4.9%	20.5%	0.7%	-18.7
CCCc1cc(=O)[nH]c(SCc2ccccc2)n1	-4.9%	?	16.3%	i	-8.4%	9.0%	-9.0%	0.5%	35.2
CC(C)(C)c1ccc(C(=O)N2CCC(C(=O)NC3CC3)CC2)cc1	8.4%	-2.3%	15.6%	i	-13.0%	3.5%	2.2%	9.7%	6.6
CCCn1cnc2c(c1=O)c1nc3ccccc3nc1n2CCc1ccccc1	4.1%	-7.0%	9.8%	i	-12.8%[57.5 µM]	6.0%	0.3%	0.6%	-53.0*
Cc1cccnc1NC(=O)CCNS(=O)(=O)c1ccc2c(c1)c(=O)n(C)c(=O)n2C	1.3%	-7.8%[0.397 µM]	20.3%	i	-20.7%	-1.1%	2.6%	?	-4.5
COc1ccccc1N/C(=N/S(=O)(=O)c1ccc(C)cc1)c1ccc(Cl)cc1	33.6%	?	-3.5%	i	-5.1%[57.5 µM]	28.5%	?	0.6%	-9.9
COc1ccc2[nH]c(=S)[nH]c2c1	-19.7%	14.6%	6.3%	i	i	-8.8%	1.2%	4.1%	-28.4
O=C1OCCN1C(=O)[C@H]1[C@H](c2ccccc2)C(c2ccccc2)=NN1c1ccc(Br)cc1	41.8%	18.5%	13.2%	i	-27.1%	24.2%	?	-4.3%	0.0
COc1ccccc1NC(=O)c1ccc(COc2ccccc2Br)o1	-28.6%	8.5%	-0.6%	i	i	-9.7%	?	16.6%	11.3
COc1ccc(CCNC(=O)c2cc3c(cc2Cl)N2CCCCCC2=NS3(=O)=O)cc1	23.5%	-9.3%	3.6%	i	-29.6%	-1.6%	-15.3%	-3.2%	9.8
COc1ccc(-c2cc3ccc(OCC(N)=O)cc3oc2=O)cc1OC	14.0%	4.4%	-6.2%	i	-21.4%	-9.4%	19.0%	-2.1%	29.7
CC(=O)c1cccc(OCc2cc(C(=O)N3CCSCC3)no2)c1	8.4%	21.0%	4.5%	i	-29.3%	-6.1%	1.3%	11.7%	12.7
CCCn1c(N)c(C(=O)CSc2nnc(Cc3cccs3)n2C2CC2)c(=O)n(C)c1=O	8.2%	15.5%	-5.0%	i	-2.8%	4.8%	1.6%	0.7%	5.9
CC(OC(=O)CC1CCCC1)C(=O)Nc1ccc(Cl)cn1 (stereo unspecified)	14.6%	11.0%	21.8%	i	i	-6.9%	?	-2.9%	-53.9*
CN(Cc1ccncc1)C1CC(=O)N(c2ccc(Cl)cc2)C1=O (stereo unspecified)	-29.1%	2.4%	-4.2%	i	-4.8%	-2.7%	0.3%	-1.6%	-18.0
COc1ccc(-c2onc(C)c2C)cc1S(=O)(=O)N1CCc2ccccc21	28.9%	22.0%	-9.2%	.	-83.2%[inhibitor]	.	-0.5%	.	.
CN(CCc1ccccc1)C(=O)c1ccc(NC(=O)Cc2ccc(NC(=O)C3CCCN(C(=O)C4CCCC4)C3)cc2)cc1 (stereo unspecified)	?	13.5%	-4.1%	i	-73.9%[inhibitor]	4.6%	-29.4%	0.4%	-12.6
